VCAM1 TNFa inh: reduces TNF alpha induced VCAM1 expression in HUVEC. HUVEC TNFa-induced VCAM-1 immunofluorescence, high-content imaging. inhibition, % at 2 µM. 0.48% of 95,000 active. AID 802;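 active = inhibition above the batch mean plus 3 SD, with images confirmed as a hit by eye, cut at about 37% in these data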;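 note: 0% = TNF-stimulated DMSO wells and 100% = unstimulated control wells; not every result past the cut was called active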
hDAT+cocaine: human DAT dopamine uptake with cocaine, either direction | Q01959 | LLC-PK1 hDAT cells, [14C]-dopamine uptake with cocaine IC80; actives deviate in either direction | B-score at 10 µM | 1.3% of 110,000 active | AID 449768;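 active = Z score or B-score, a plate-position-corrected score, falls beyond the plate's 99.7% confidence bounds, in either direction; inactive = both scores lie inside the 99.7% bounds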;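 note: scored against the spread of the other compound wells on the same plate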
IL1B cytotox: HUVEC cytotoxicity counter-screen, IL-1B stimulated | HUVEC cell count loss, Hoechst imaging | cell count reduction, % at 2 µM | 0.41% of 94,000 active | AID 845;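 active = cell count reduction more than 3 SD above the screen-wide mean, cut at about 70% in these data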;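 note: normalized per plate to untreated control cells as the no-loss baseline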
E coli WT exp: growth inhibitors of E. coli BW25113 wild type. OD600 absorbance. growth inhibition, % at 100 µM. 0.15% of 98,000 active;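 active = growth inhibition above about 50% at one test dose, limit read from the data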;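 note: growth measured after 20 h incubation at 37 °C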
TNFa cytotox: HUVEC cytotoxicity counter-screen, TNF alpha stimulated; HUVEC TNFalpha-stimulated, Hoechst cell count, imaging; AID 848; 0.17% of 93,000 active; cell count reduction, % at 2 µM;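 active = cell count reduction exceeding the screen mean by over 5 SD, scaled to untreated wells per plate, cut at about 78% in these data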;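 note: cells counted after 24 h of TNF alpha exposure following the 1 h pretreatment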
F-actin modifier: modifiers of cytoskeleton assembly; 0.18% of 91,000 active; inhibition, % at 2 µM; AID 836; HUVEC TNFa F-actin phalloidin imaging, high content;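 active = inhibition above the batch mean plus 3 SD and confirmed as a hit by visual image inspection, cut at about 30% in these data, passing the limit was not always enough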; note: strong numbers were not always called active
sEH inh: inhibitors of human soluble epoxide hydrolase; inhibition, % at 2 µM; 0.34% of 91,000 active; P34913; recombinant human sEH enzymatic activity assay; in the data active = inhibition above about 80%; note: values of inactives mirror those of a sister screen read the other way; many of its hits are not listed in these tables
Plk1 PBD FP: inhibitors of human Plk1 polo box domain binding; inhibition, %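 (tested at about 20 µM)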; Plk1 PBD phosphopeptide binding, fluorescence polarization; P53350; 0.13% of 97,000 active; AID 693; in the data active = inhibition above about 34%, passing the limit was not always enough
Target sequence (P53350 whole entry, looked up, the tested form may be a part): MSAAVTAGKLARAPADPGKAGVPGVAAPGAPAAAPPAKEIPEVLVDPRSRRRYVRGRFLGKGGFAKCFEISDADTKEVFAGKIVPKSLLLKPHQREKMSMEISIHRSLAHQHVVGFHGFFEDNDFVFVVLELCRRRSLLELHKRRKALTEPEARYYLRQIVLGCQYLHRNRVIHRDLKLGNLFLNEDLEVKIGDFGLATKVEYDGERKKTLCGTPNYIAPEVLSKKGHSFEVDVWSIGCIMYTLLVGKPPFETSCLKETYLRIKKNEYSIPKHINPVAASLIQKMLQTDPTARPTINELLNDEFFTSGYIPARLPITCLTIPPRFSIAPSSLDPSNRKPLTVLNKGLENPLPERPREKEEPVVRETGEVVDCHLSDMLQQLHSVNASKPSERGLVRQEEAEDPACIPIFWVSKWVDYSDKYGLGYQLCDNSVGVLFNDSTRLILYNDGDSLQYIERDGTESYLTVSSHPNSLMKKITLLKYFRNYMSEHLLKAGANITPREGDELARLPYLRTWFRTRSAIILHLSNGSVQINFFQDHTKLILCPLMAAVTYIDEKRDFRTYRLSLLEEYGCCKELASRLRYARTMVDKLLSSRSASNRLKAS
PLK1 inh: inhibitors of human PLK1 kinase; P53350; recombinant PLK1 kinase, TR-FRET peptide phosphorylation; inhibition, % at 10 µM; 0.53% of 97,000 active; AID 619;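 active = inhibition of 50% or more in the single-concentration screen; inactive = inhibition below 50%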;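 note: 0% = DMSO max control and 100% = H-89 dihydrochloride min control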
Starred values were filed as active, the others as inactive; / = no result given. Rows are unselected; overall some 3.4% were active at least once.

SMILES	VCAM1 TNFa inh	hDAT+cocaine	IL1B cytotox	E coli WT exp	TNFa cytotox	F-actin modifier	sEH inh	Plk1 PBD FP	PLK1 inh
COc1ccc2[nH]c(=O)c(CN(C(=O)c3ccccn3)c3ccccc3)cc2c1	-15	0.41	-10	1	4	-9	-11	-4	-2
C=CCSc1nc(C)c2cc(C)cc(C)c2n1	14	-0.74	-114	1	-2	0	4	-5	10
CCCc1nc2ccc(NC(=O)NCCC(=O)OCC)cc2c(=O)n1Cc1cccc(Cl)c1	-2	0.0046	1	-9	-22	-2	30	2	-5
Cn1c(=O)[nH]c(=O)c2c1nc(N1CCCCCC1)n2CCSc1nc2ccccc2[nH]1	-2	0.062	-6	5	-12	-38	/	4	-21
O=C(N1CCOCC1)N(Cc1ccccc1)c1ccccn1	-1	0.16	14	2	-7	-4	-9	29	-6
O=C(/C=C/c1cccs1)c1ccc(NC(=O)c2cccc(Br)c2)cc1	0	/	-4	-19	-11	12	9	-30	-5
O=C(Cc1ccccc1)N/N=C/c1ccccn1	4	0.11	-6	/	-5	-11	8	-27	-10
O=C(CCSc1nnnn1-c1ccccc1)N1CCOCC1	19	0.15	-60	12	6	1	-40	-5	-11
COc1ccc(C2=Nn3c(nnc3-c3ccncc3)SC2)cc1OC	3	-0.19	4	3	-15	9	-9	-3	13
Cc1cccc(C)c1NC(=O)N1CCC(n2cnc3ccccc32)CC1	-8	-0.00046	-10	5	-45	19	/	4	-1
COC(=O)CN1C(=O)C2(OCCCO2)c2cc(Br)ccc21	3	-0.88	-36	1	-8	-4	-16	9	-14
COCCNCCOCCOc1ccc(Cl)c(C)c1	-2	-0.094	-3	2	-14	4	-7	23	-7
O=C(Nc1cccc(NC(=O)c2ccc(Br)o2)n1)c1ccc(Br)o1	3	-0.052	-8	-2	-32	3	12	-9	-30
Cc1n[nH]c(C)c1CCc1nc2c3ccccc3nc(SCC(N)=O)n2n1	-4	-0.32	-10	-4	-20	-42	-35	16	-7
COc1ccccc1NC(=O)C1=C(C)Nc2nc(-c3ccc(N(C)C)cc3)nn2C1c1ccncc1 (stereo unspecified)	-29	-0.012	-33	-3	-7	/	-17	28	-8
CC(=O)N=C1SC2CS(=O)(=O)CC2N1c1cccc(Cl)c1Cl (stereo unspecified)	-2	-0.74	-11	-5	-30	-17	6	18	-2
O=c1c(F)cn(C2CCCO2)c(=O)n1Cc1c(Cl)cccc1Cl (stereo unspecified)	-24	-0.5	-1	-3	-18	8	-28	-15	-2
COc1cc(C)c(S(=O)(=O)Nc2ccc(CC(=O)O)cc2)cc1C	-2	-0.31	-1	1	-2	-6	-5	-22	-21
Cc1ccc(-c2cc3nc(-c4ccccc4)cc(N)n3n2)cc1	-8	0.61	-11	-21	3	-23	-4	-2	-6
CSc1nc(N(C)CCO)c2sc3nc(-c4ccco4)c4c(c3c2n1)CCC4	18	0.12	0	7	-7	10	12	-17	13
COc1ccc(OCc2nn3c(-c4ccccn4)nnc3s2)cc1	4	0.4	-23	1	-13	11	-6	4	-3
O=C(NCCc1ccccc1)c1nc2ncccn2n1	5	-0.38	2	-3	-18	-2	-7	8	-4
CCOc1ccc(NCCC(=O)c2ccc3c(c2)OCO3)cc1	27	-0.25	-11	8	-6	10	6	14	-8
Cc1cc(C)n(-c2ccc(C(=O)Nc3nnc(C4CC4)s3)cc2)n1	-7	0.78	-13	-9	-8	7	8	21	-7
Cc1cccc(N(CC(=O)N=Nc2c(O)[nH]c3ccccc23)S(C)(=O)=O)c1C	0	0.41	-64	3	-24	11	19	-14	-29
O=C(c1cccc(S(=O)(=O)N2CCCC2)c1)c1cccc(S(=O)(=O)N2CCCC2)c1	-13	0.028	-15	-5	-28	19	5	10	-6
CCCC(c1nnnn1CCc1ccccc1)N1CCN(C2CCCC2)CC1 (stereo unspecified)	14	-0.44	-26	-5	-25	3	14	21	-9
CCN(CC)S(=O)(=O)c1ccc(NC(=O)CSc2nnc(-c3cccc(OC)c3)n2C)cc1	29	-0.26	-18	-6	0	-1	38	-22	-3
Cc1ccc2cc(C(c3nnnn3C3CCCC3)N(Cc3ccco3)Cc3cccs3)c(=O)[nH]c2c1 (stereo unspecified)	16	-0.31	0	-17	-69	/	3	7	-19
CCOC(=O)c1cnc2ccc(OCC)cc2c1N1CCN(C)CC1	28	0.28	-26	5	-35	11	/	13	3
Cc1cc(C)nc(SCC(=O)Oc2ccc3oc(=O)cc(C)c3c2)n1	12	0.55	-11	18	-22	-4	13	2	-13
CCCCOC(=O)C(NC(=O)c1ccccc1)=C(C)C	2	0.5	-117	-2	-18	0	-6	15	-2
CCn1c(COc2ccccc2C)nnc1SCC(=O)N1CCN(c2ccccc2)CC1	7	1.4	-24	-9	2	5	0	11	-4
COC(=O)c1sc(Nc2ccccc2)nc1C	27	0.67	2	-2	-25	2	7	9	-7
CCN1CCN(c2nc3sc4c(c3c3ncnn23)CC(C)CC4)CC1 (stereo unspecified)	10	0.072	9	16	-8	-14	-12	-9	-1
CN1CCC(=NNC(=O)c2ccco2)CC1	16	-0.094	24	-10	-17	19	25	-4	-8
CCOC(=O)Nc1sc(C(=O)N(C)C)c(C)c1C(=O)OCC	12	0.8	6	2	-10	-13	20	10	-13
CC1CCN(c2ncccc2C(=O)O)CC1	-4	-0.71	-34	-5	-30	-12	4	-8	-6
COC(=O)c1cc(Br)c(=O)n(-c2nccs2)c1	0	-0.26	-50	-7	-18	-1	1	11	2
COc1ccc(-n2ncc3c(NCc4ccco4)ncnc32)cc1	0	0.58	-13	2	-11	-9	4	15	-3

One compound at a time, from the list above.
CCN1CCN(c2nc3sc4c(c3c3ncnn23)CC(C)CC4)CC1 (stereo unspecified) is listed with VCAM1 TNFa inh: 10; hDAT+cocaine: 0.072; IL1B cytotox: 9; E coli WT exp: 16; TNFa cytotox: -8; F-actin modifier: -14; sEH inh: -12; Plk1 PBD FP: -9; PLK1 inh: -1
CCn1c(COc2ccccc2C)nnc1SCC(=O)N1CCN(c2ccccc2)CC1 is listed with VCAM1 TNFa inh: 7; hDAT+cocaine: 1.4; IL1B cytotox: -24; E coli WT exp: -9; TNFa cytotox: 2; F-actin modifier: 5; sEH inh: 0; Plk1 PBD FP: 11; PLK1 inh: -4

Additional entries follow:
SMILES	VCAM1 TNFa inh	hDAT+cocaine	IL1B cytotox	E coli WT exp	TNFa cytotox	F-actin modifier	sEH inh	Plk1 PBD FP	PLK1 inh
CCOC(=O)COc1ccc(S(=O)(=O)NCc2ccncc2)cc1	11	0.3	-28	7	-24	-23	-4	8	-4
Cc1cc(C(=O)N/N=C\c2ccc(COc3ccc([N+](=O)[O-])cc3)o2)ccc1[N+](=O)[O-]	-7	0.12	17	-11	-12	-6	16	7	-7
FC(F)(F)c1ccc(N2CCN(c3ncnc4c3nnn4Cc3ccccc3Cl)CC2)cc1	8	1.1	-40	/	-12	-8	9	1	-8
COc1ccc(C2/C(=C(/O)c3ccccc3)C(=O)C(=O)N2CCO)cc1 (stereo unspecified)	-18	/	-51	-10	-56	22	16	5	-7
Cc1cc(S(=O)(=O)N(Cc2ccc(C(C)C)cc2)CC2CCCO2)ccc1-n1cnnn1 (stereo unspecified)	-22	0.048	-5	-25	23	-9	3	2	-7
COc1ccc(C(=O)Sc2ccc(Cl)cc2)cc1OC	4	/	-34	-2	-3	12	4	6	-11
Cn1c(=O)[nH]c(=O)c2c1nc(NCCCO)n2CCCc1ccccc1	-7	0.022	4	-3	-33	-12	-4	-8	12
COC(=O)c1c(N)c(C#N)c(C)n1-c1ccccc1	12	-0.5	-40	-5	-22	-21	/	-41	-2
CCOc1ccccc1OCCCC(=O)NC1=NCCS1	1	0.54	1	3	-32	10	1	-26	-10
CCC(C)(C)NC(=O)c1cc(OC)c(OC)cc1[N+](=O)[O-]	-20	-0.92	-23	-2	-28	-5	3	1	-14
Cc1cc(=O)oc2cc(Oc3ncccn3)ccc12	10	-0.19	-1	11	0	16	7	-16	-12
N#Cc1ccccc1NC(=O)c1ccccc1OCC(=O)NCc1ccco1	24	0.9	-38	-3	-36	-8	42	-3	-7
COc1ccccc1NC1=NC2(CCCC2)N=C(N)N1	-6	0.012	-10	0	-38	25	4	23	0
COc1ccc(N2CCN(c3nc4ccccc4nc3NS(=O)(=O)c3ccccc3)CC2)cc1	-8	0.48	31	-4	-2	2	-6	7	-13
CCN1C(=O)Cc2cc(S(=O)(=O)N3CCOCC3)ccc21	9	-0.028	-13	-4	-2	-11	7	-7	-2
Cc1cc(NC(=O)COC(=O)c2ccc(NS(=O)(=O)c3ccc(C)c(C)c3)cc2)no1	22	0.37	-1	0	5	7	10	-5	-6
CN=C1SC(CC(=O)Nc2ccc(N3CCOCC3)cc2)C(=O)N1C (stereo unspecified)	18	0.12	3	0	-25	2	21	-5	-8
CC(C)(C)c1cc(=O)n2c(nc3ccccc32)[nH]1	16	-0.15	-3	1	-9	8	0	7	-9
O=C(NCC1CCCO1)C1CCN(c2ccc(S(=O)(=O)N3CCCC3)cc2)CC1 (stereo unspecified)	-3	0.46	-10	-5	-19	5	19	8	-8
O=C(C(c1ccccc1)c1ccccc1)N1CCC(c2nc(-c3ccccc3Cl)no2)CC1	-16	0.39	-13	/	-21	25	-7	-14	-7
COc1ccc(CCN(Cc2nc3ccccc3c(=O)[nH]2)C(=O)c2ccco2)cc1OC	9	0.18	7	4	-47	12	2	-1	1
CN1C(=O)c2ccc(C(=O)NCc3ccccc3)cc2C1=O	7	-0.026	-1	6	-10	-8	12	-17	-12
c1cncc(CSc2nnc(-c3cccnc3)n2Cc2ccco2)c1	11	0.013	41	-2	-18	11	-15	-29	-1
Cc1cccc(OCCCC(=O)Nc2ccc3c(c2)OCO3)c1	-1	-0.22	8	-2	14	-2	16	1	-15
CC(=O)NC(O)C(=O)c1ccccc1 (stereo unspecified)	-12	0.0083	14	-2	-16	26	-12	12	-6
CN1CCN(c2cc(=O)n(-c3ccc(Cl)cc3)c(=O)[nH]2)CC1	/	-0.061	/	-2	/	/	/	4	67*
c1ccc(C(c2c[nH]c3ccccc23)c2c[nH]c3ccccc23)nc1	9	-0.79	-64	-17	-31	15	3	13	2
S=C(Nc1ccc(Cl)cc1)c1nc2ccccc2s1	34	0.72	4	-8	30	15	5	-3	-9
CC(=O)c1ccc(N2CCN(C(=O)c3ccco3)C(C)C2)c(F)c1 (stereo unspecified)	2	0.022	-22	-1	-8	-3	1	2	-2
CCOc1ccc(C(=O)Cc2ccc3oc(C(=O)O)cc3c2)c(O)c1	9	-0.49	-32	-2	-1	0	-11	21	-15
CCOC(=O)N1CCN(C(=O)CCSc2ccc(Cl)cc2)CC1	-23	0.31	-24	/	-18	2	-3	1	-6
O=C(O)c1cnc(-c2ccccc2)nc1Sc1ccccc1Cl	14	0.64	-22	0	-28	-8	-12	-26	-2
COc1cccc(NC(=O)C2C3C=CC4(O3)C2C(=O)N(C(C)C)C4C(=O)NC2CCCCC2C)c1 (stereo unspecified)	-54	-0.3	-10	1	/	-6	1	6	-2
CCCCCc1nc2ccccc2c(=O)n1NC(=O)c1c(O)c2cccc3c2n(c1=O)CCC3	8	/	2	/	-21	-17	3	0	-14
O=C(CCCCn1c(=O)[nH]c2ccsc2c1=O)NCc1cccnc1	-16	-0.43	-24	2	-16	3	-19	-6	-7
O=c1/c(=C\c2cccnc2)sc2nc3ccccc3n12	4	-0.47	-13	2	2	-5	3	20	2
CCn1c(SCC(=O)Nc2c(C)n(C)n(-c3ccccc3)c2=O)nnc1-c1cccc(C)c1	-21	0.067	6	2	-34	-4	-7	18	-7
CNc1oc(-c2cccs2)nc1C#N	2	/	28	10	10	-2	-20	21	-4
O=C(CCCc1cccs1)Nc1nc2c(s1)CCCC2	5	0.91	-16	5	0	-16	23	15	-4
CCOC(=O)c1noc(C)c1C(=O)Nc1cccc(F)c1	4	0.76	7	3	-13	-20	10	20	-5

Quoted at random: 2 entries already listed
SMILES	VCAM1 TNFa inh	hDAT+cocaine	IL1B cytotox	E coli WT exp	TNFa cytotox	F-actin modifier	sEH inh	Plk1 PBD FP	PLK1 inh
O=C(CCCc1cccs1)Nc1nc2c(s1)CCCC2	5	0.91	-16	5	0	-16	23	15	-4
CCCCCc1nc2ccccc2c(=O)n1NC(=O)c1c(O)c2cccc3c2n(c1=O)CCC3	8	/	2	/	-21	-17	3	0	-14

Screening results deposited in PubChem BioAssay by several laboratories.
